# Screens (PubChem BioAssay)
# PfHsp90 yeast 2 = growth inhibition of yeast expressing Plasmodium Hsp90; inhibition, % at 9.4 µM; S. cerevisiae expressing PfHsp90, BacTiter-Glo ATP, 48 h; yeast lacking PDR1 and PDR3 efflux regulators; 310,000 tested, 0.32% active;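 active = every replicate shows inhibition above about 80%, whatever the replicate mean, limit read from the data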;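 also: 0% = DMSO neutral controls and 100% = 20 µM radicicol positive controls; yeast relying on Plasmodium falciparum Hsp90 in place of its own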
# Ecoli viability = counter-screen for AddAB inhibitors: E. coli growth inhibition; AID 449728; 330,000 tested, 0.27% active; E. coli V3065 growth, OD600 absorbance, 18 h; inhibition, % at 11.9 µM;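 active = inhibition above the campaign's mean inhibition across all tested compounds plus 3 SD, cut at about 9.9% in these data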;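 also: uninfected addAB+ strain grown without phage in ampicillin broth; 0% = DMSO wells and 100% = ciprofloxacin 0.95 µg/ml wells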
# Mot1-301 SUMO = blocks SUMOylation pathway, rescuing yeast Mot1-301 growth; growth rescue, % at 18.8 µM; 320,000 tested, 1% active; S. cerevisiae Mot1-301 growth rescue, ATP luminescence, 38.5C; percent above DMSO median, 100 means doubled;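 active = every valid replicate shows activation above 250% relative to neutral control wells; inactive = the rest, any valid replicate at or below 250%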;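 also: OY570 slx delta 5 strain wells were the positive control but not used for scaling; some compounds called inactive have numbers as strong as hits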
# phage Ecoli inh = E. coli growth loss with phage present; growth absorbance; inhibition, % at 11.9 µM; 360,000 tested, 0.26% active; in the data active = inhibition above about 11%
# PKA-R1A act = PKA-R1A complex activation; PKA-R1A dissociation, Cy5-IP20 fluorescence polarization; scaled: DMSO 0%, 113 µM cGMP 100%; activation, % at 11.4 µM; 340,000 tested, 0.083% active; P00514+P68181;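 active = percent activation above the mean of all tested compounds plus 3 SD, cut at about 19% in these data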;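 also: higher means more PKAc released from R1A so a rise in polarization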
# HTR5A ag ctr = activates human HTR5A in OPRM1-OPRD1 agonist counter-screen; activation, % at 9.3 µM; P47898; HTR5A agonist assay, luminescence, cell-based; 340,000 tested, 0.61% active; in the data active = activation mostly above about 9.5%, no sharp cut-off; inactive = mostly below about 7.6%;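 also: 0% = cells with vehicle only and 100% = reference agonist; strong numbers were not always called active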
# OPRM1-OPRD1 ag = OPRM1-OPRD1 heterodimerization agonism. P35372+P41143. cells, luminescence. activation, % at 9.3 µM. 340,000 tested, 0.3% active; in the data active = activation above about 18%;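 also: 0% = vehicle-treated cells and 100% = reference agonist; values of inactives mirror those of a sister screen read the other way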
# AddAB inh = less growth of phage-infected E. coli with AddAB | inhibition, % at 11.9 µM | 330,000 tested, 0.29% active | E. coli expressing H. pylori AddAB, absorbance growth | AID 435030; in the data active = inhibition above about 12%;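 also: 0% = vehicle wells of infected cells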
# DSG3 Ab inh = blocks pemphigus antibody binding to human desmoglein-3 | DSG3-coupled beads, scFv-anti-DSG3-GFP binding, flow cytometry; hits give low values | P32926 | 310,000 tested, 0.48% active | binding (percent of control), % at 10 µM;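 active = binding more than 3 SD below its plate's average and above zero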;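 also: hits lower antibody fragment binding to DSG3; some compounds called inactive have numbers as strong as hits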
# Target sequence (P32926 whole entry, looked up, the tested form may be a part): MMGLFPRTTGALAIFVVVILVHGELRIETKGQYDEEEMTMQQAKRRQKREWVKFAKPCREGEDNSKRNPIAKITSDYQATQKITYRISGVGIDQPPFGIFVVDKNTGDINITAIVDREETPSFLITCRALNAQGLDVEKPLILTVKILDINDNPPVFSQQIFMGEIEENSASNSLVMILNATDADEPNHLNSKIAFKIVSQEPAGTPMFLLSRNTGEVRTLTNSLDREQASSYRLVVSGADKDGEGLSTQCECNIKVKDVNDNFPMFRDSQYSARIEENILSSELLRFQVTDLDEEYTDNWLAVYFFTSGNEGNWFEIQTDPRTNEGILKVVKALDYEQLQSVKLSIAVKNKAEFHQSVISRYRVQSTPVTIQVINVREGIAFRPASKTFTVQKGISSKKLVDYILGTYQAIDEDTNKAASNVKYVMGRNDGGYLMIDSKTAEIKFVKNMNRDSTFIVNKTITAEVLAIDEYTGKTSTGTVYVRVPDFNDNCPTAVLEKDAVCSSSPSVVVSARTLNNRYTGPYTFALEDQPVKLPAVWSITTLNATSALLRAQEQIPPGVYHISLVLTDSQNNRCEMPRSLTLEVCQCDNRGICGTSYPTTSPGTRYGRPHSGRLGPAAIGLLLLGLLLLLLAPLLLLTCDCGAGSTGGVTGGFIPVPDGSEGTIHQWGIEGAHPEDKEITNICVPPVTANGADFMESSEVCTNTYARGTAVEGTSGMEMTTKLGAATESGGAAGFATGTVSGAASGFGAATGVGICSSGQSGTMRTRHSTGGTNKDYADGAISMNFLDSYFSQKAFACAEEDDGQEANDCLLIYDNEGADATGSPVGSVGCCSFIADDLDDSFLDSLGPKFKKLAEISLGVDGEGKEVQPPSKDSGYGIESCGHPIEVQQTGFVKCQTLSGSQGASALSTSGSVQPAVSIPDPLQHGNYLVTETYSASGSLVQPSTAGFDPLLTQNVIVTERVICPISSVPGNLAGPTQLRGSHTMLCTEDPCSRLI
# HTR5A inv ctr = inverse agonist of human HTR5A in OPRM1-OPRD1 counter-screen | P47898 | HTR5A cell line, luminescence, inverse agonism | inhibition, % at 9.3 µM | 340,000 tested, 0.083% active; in the data active = inhibition mostly above about 23%, no sharp cut-off; inactive = mostly below about 18%;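 also: 0% = cells with DMSO and 100% = no-cell wells with DMSO; some compounds called inactive have numbers as strong as hits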
# MOR-DOR inv ag = inverse agonist of human OPRM1-OPRD1 heterodimerization. cell-based MOR-DOR heterodimer luminescence, inverse agonism. AID 504357. P35372+P41143. inhibition, % at 9.3 µM. 340,000 tested, 0.21% active; in the data active = inhibition above about 22%, passing the limit was not always enough;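 also: 0% = cells with DMSO and 100% = wells without cells with DMSO; values of inactives mirror those of a sister screen read the other way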
# * hit, by the source's call; . = no result given.
SMILES,PfHsp90 yeast 2,Ecoli viability,Mot1-301 SUMO,phage Ecoli inh,PKA-R1A act,HTR5A ag ctr,OPRM1-OPRD1 ag,AddAB inh,DSG3 Ab inh,HTR5A inv ctr,MOR-DOR inv ag
CCN1CCN(C(=O)c2ccc(CN(c3ccccc3)S(=O)(=O)c3ccccc3)cc2)CC1,-20,-0.8,14,2.0,-2,0,-2.0,0.9,102,1,10
CN(Cc1ccccc1)C(=O)c1cccc(NC(=O)Cc2ccc(NC(=O)C3CCCN(C(=O)C4CCCC4)C3)cc2)c1 (centres undefined),19,.,.,2.4,1,4,-1.8,.,101,-15,8
COC(=O)C1=C(C(=O)c2ccccc2)C(c2ccc(OC)c(OC)c2)Nc2nnnn21 (centres undefined),-3,-2.0,-3,1.8,12,3,-1.8,-0.5,85,-33,11
O=C(/C(C=Nc1cccc(C(F)(F)F)c1)=C(/O)c1ccco1)C(F)(F)F,6,-2.0,-1,3.0,-5,4,-0.7,-0.2,97,12,3
Cc1c(/C=N/NC(=O)c2cc(Br)ccc2O)c(=O)n(C)c(=O)n1C,-5,-2.1,189,1.3,0,1,-2.5,1.0,110,-8,13
CC(=O)Nc1ccc(-c2csc(NC(=O)Cc3ccccc3F)n2)cc1,-36,1.3,102,6.0,-4,-2,-1.7,3.1,100,4,9
COc1cc(NC(=O)CSc2nnc3c(C)cc4c(C)ccc(C)c4n23)c(C(=O)O)cc1OC,-5,0.3,-21,3.3,-6,2,-0.2,0.4,109,-5,1
O=C(Cn1cc(S(=O)(=O)Cc2ccc([N+](=O)[O-])cc2)c2ccccc21)N1CCOCC1,23,1.7,-2,2.5,6,6,-3.5,-0.1,96,-13,18
COc1ccccc1C(=O)Nc1nsc(-c2ccccc2)n1,-14,-1.1,10,0.1,-13,6,-2.1,0.5,80,-16,11
CCOc1cc(CNCCc2ccccc2)ccc1OCC(=O)NC(C)(C)C,-14,0.7,-11,0.6,-14,4,3.5,0.9,102,-5,-16
CS(=O)(=O)N1CCN(C(=O)COc2ccc3ccccc3c2)CC1,-5,0.1,.,1.8,-1,-2,0.7,1.0,90,5,-4
CC1CC(=O)Nc2ccccc2N1C(=O)CSc1nnnn1C(C)C (centres undefined),4,-2.8,3,2.2,-17,-5,-0.2,-0.1,.,12,1
O=c1c2cc(N3CCOCC3)ccc2[nH]c(=S)n1CCc1ccccc1,-26,-0.2,-25,1.2,-11,-6,-0.7,5.7,114,14,4
COC(=O)C(NC(=O)C(NC(=O)c1ccccc1)C(C)C)C(C)C (centres undefined),22,-0.6,146,1.3,2,6,-0.2,1.5,90,-8,1
COc1ccc(-c2cnn3c(N)c(S(=O)(=O)C(C)(C)C)cnc23)cc1,-12,-1.0,11,-0.8,-5,2,-2.2,3.2,98,-5,12
COc1ccc(NC(=O)NCc2ccco2)c(OC)c1,-9,-0.3,14,4.9,6,5,-2.5,0.0,96,-5,12
CSc1ccccc1NC(=S)NCc1ccc(Cl)cc1,14,3.8,6,0.1,-3,3,-2.8,1.3,119,-12,16
Cc1[nH]c(=O)nc2c1CCC2,.,-0.3,0,2.8,-3,-2,1.2,2.3,84,7,-9
NC(=O)CC(NC(=O)c1ccc(Br)cc1)c1ccc(N2CCCCCC2)c([N+](=O)[O-])c1 (centres undefined),-31,-0.8,1,2.3,0,0,-0.5,3.3,97,-5,2
CCOc1cc(C2C3=C(CC(C)(C)CC3=O)N(CCCOC)C3=C2C(=O)CC(C)(C)C3)ccc1OC,9,0.6,148,11,6,1,-1.0,2.3,95,-3,5
CCN(CC)C(=O)CN(c1ccc(F)c(Cl)c1)S(C)(=O)=O,-16,2.4,15,2.1,6,-3,-2.8,1.4,.,10,12
CCn1nnnc1NC(=O)c1cc(Cl)c(OC)c(Cl)c1,-7,-2.1,.,1.7,2,5,-2.6,-0.9,106,-13,12
COc1ccc(Cl)cc1NS(=O)(=O)c1cccc(C(=O)NC2CCC(O)CC2)c1 (centres undefined),.,-0.7,-2,1.0,-3,2,-3.8,1.0,100,-4,19
O=c1[nH]c(=O)c2cc([N+](=O)[O-])cc([N+](=O)[O-])c2[nH]1,-36,2.9,.,5.3,0,0,-2.4,2.9,101,0,12
CCNC(=O)NC(=O)C(C)Oc1ccc(Br)cc1Br (centres undefined),-20,1.9,-8,-0.1,-8,2,1.8,2.9,96,-4,-10
C=CCOc1c(Cl)cc(CNc2ccc(N(C)C)cc2)cc1OC,6,-1.1,-6,1.1,-110,5,2.7,1.1,97,-15,-14
COC(=O)c1cc(Br)c(=O)n(CCN2CCCCC2)c1,-18,-1.0,5,0.9,-4,3,-1.2,-1.0,114,-31,7
CCOC(=O)N1CCN(CC(O)COCc2ccccc2)CC1 (centres undefined),-4,-2.0,-41,3.3,0,-1,1.1,-1.2,101,17,-6
COc1ccc(N(CC(=O)NC(C)c2ccccc2)S(=O)(=O)c2c(C)noc2C)cc1 (centres undefined),-5,0.5,-8,0.8,-1,-1,-0.7,1.5,106,23,4
CC[C@@]1(C(=O)OC)N[C@H](CN(C)S(=O)(=O)c2ccc(OC)cc2)[C@@H]2C(=O)N(C)C(=O)[C@@H]21,19,-1.8,-30,-0.2,0,1,-3.6,5.0,97,-4,17

# In another format: seven of the compounds above
# Under each structure – PfHsp90 yeast 2 | Ecoli viability | Mot1-301 SUMO | phage Ecoli inh | PKA-R1A act | HTR5A ag ctr | OPRM1-OPRD1 ag | AddAB inh | DSG3 Ab inh | HTR5A inv ctr | MOR-DOR inv ag
> CCn1nnnc1NC(=O)c1cc(Cl)c(OC)c(Cl)c1
→ -7 | -2.1 | . | 1.7 | 2 | 5 | -2.6 | -0.9 | 106 | -13 | 12
> COc1ccc(Cl)cc1NS(=O)(=O)c1cccc(C(=O)NC2CCC(O)CC2)c1 (centres undefined)
→ . | -0.7 | -2 | 1.0 | -3 | 2 | -3.8 | 1.0 | 100 | -4 | 19
> O=c1[nH]c(=O)c2cc([N+](=O)[O-])cc([N+](=O)[O-])c2[nH]1
→ -36 | 2.9 | . | 5.3 | 0 | 0 | -2.4 | 2.9 | 101 | 0 | 12
> CCNC(=O)NC(=O)C(C)Oc1ccc(Br)cc1Br (centres undefined)
→ -20 | 1.9 | -8 | -0.1 | -8 | 2 | 1.8 | 2.9 | 96 | -4 | -10
> C=CCOc1c(Cl)cc(CNc2ccc(N(C)C)cc2)cc1OC
→ 6 | -1.1 | -6 | 1.1 | -110 | 5 | 2.7 | 1.1 | 97 | -15 | -14
> COC(=O)c1cc(Br)c(=O)n(CCN2CCCCC2)c1
→ -18 | -1.0 | 5 | 0.9 | -4 | 3 | -1.2 | -1.0 | 114 | -31 | 7
> CCOC(=O)N1CCN(CC(O)COCc2ccccc2)CC1 (centres undefined)
→ -4 | -2.0 | -41 | 3.3 | 0 | -1 | 1.1 | -1.2 | 101 | 17 | -6

# Going on with the list.
SMILES,PfHsp90 yeast 2,Ecoli viability,Mot1-301 SUMO,phage Ecoli inh,PKA-R1A act,HTR5A ag ctr,OPRM1-OPRD1 ag,AddAB inh,DSG3 Ab inh,HTR5A inv ctr,MOR-DOR inv ag
Fc1ccc(-n2nnc(-c3ccccc3)n2)cc1,16,.,1,3.8,1,6,-0.5,.,98,-22,2
Cc1cnc(C(=O)Nc2ccccc2F)cn1,-6,1.2,2,3.8,1,-1,-1.4,0.5,98,3,8
COc1cc(CNC2CCCCCC2)cc(OC)c1O,-1,0.4,-1,1.7,4,0,-1.0,-2.0,119,-2,6
CSc1ccc2[nH]c(=O)cc(C)c2c1,-12,1.0,-9,2.5,-5,4,-0.8,3.5,.,-13,3
Cc1ccc(OCc2nc3ccccc3[nH]2)cc1,-8,0.3,-12,3.0,1,-4,0.5,-0.9,92,12,-3
Cc1cc(=O)oc2cc(NC(=O)Cc3ccccc3)ccc12,-38,-0.4,51,-0.1,-12,0,-2.0,2.1,.,1,15
CCCOc1ccc(C(CC(=O)O)NC(=O)c2cccs2)cc1 (centres undefined),22,-0.5,17,2.1,7,8,0.2,4.4,97,-26,-1
O=C(OC(C(=O)Nc1cccc(C(F)(F)F)c1)c1ccccc1)C1CCCCC1 (centres undefined),-34,-1.2,1,0.7,-1,6,3.1,1.8,97,2,-14
Cc1ccc(S(=O)(=O)N2CCOCC2)c2nsnc12,3,-2.1,-15,1.2,-4,-4,-1.7,-0.3,103,2,8
O=C(COc1ccc2ccccc2c1Br)N1CCCCC1,11,1.7,-8,.,6,3,-1.6,2.6,119,-12,9
CC1CCCN(S(=O)(=O)c2ccc3[nH]c4c(c3c2)CCCC4)C1 (centres undefined),30,0.1,22,1.5,-4,3,7.0,1.5,.,10,-37
O=C(Cc1n[nH]c(=O)c2ccccc12)N/N=C/c1cc2c(cc1Cl)OCO2,17,0.4,396,1.7,-6,2,-2.6,1.6,108,-24,14
Nc1ccc(C(=O)Nc2ccc3nc(-c4ccncc4)[nH]c3c2)cc1,-11,-0.7,-4,2.4,6,2,1.5,0.6,98,8,-7
COCC(C)n1c(SCc2nc(N)nc(Nc3ccccc3C)n2)nc2ccccc2c1=O (centres undefined),0,-0.5,-3,-0.9,6,-4,1.3,-0.3,104,-10,-8
CCOC(=O)N1CCN(C(=O)CN(C)S(=O)(=O)c2ccc(OC)c(OC)c2)CC1,-15,1.4,4,0.2,1,-7,-2.3,2.4,103,17,10
O=C(/C=C/c1ccc(N2CCCCC2)c([N+](=O)[O-])c1)c1ccc(S(=O)(=O)N2CCCC2)cc1,2,1.5,-22,2.7,-9,3,-0.8,-0.2,77,14,4
N#CC1CC(c2ccccc2)Nc2cc(Cl)ccc2N1 (centres undefined),14,0.7,-23,2.1,-4,7,2.9,3.2,103,-26,-13
Cc1nc2oc3c(NCc4ccccn4)ncnc3c2c2c1COC(C)(C)C2,-4,0.1,-7,4.3,-10,-3,-2.3,-0.7,107,-19,11

# 2 entries from above, with bars between the fields:
SMILES | PfHsp90 yeast 2 | Ecoli viability | Mot1-301 SUMO | phage Ecoli inh | PKA-R1A act | HTR5A ag ctr | OPRM1-OPRD1 ag | AddAB inh | DSG3 Ab inh | HTR5A inv ctr | MOR-DOR inv ag
Cc1cnc(C(=O)Nc2ccccc2F)cn1 | -6 | 1.2 | 2 | 3.8 | 1 | -1 | -1.4 | 0.5 | 98 | 3 | 8
O=c1c2cc(N3CCOCC3)ccc2[nH]c(=S)n1CCc1ccccc1 | -26 | -0.2 | -25 | 1.2 | -11 | -6 | -0.7 | 5.7 | 114 | 14 | 4

# Results in PKA-R1A act, HTR5A ag ctr and Ecoli viability (three entries from above):
canonical_smiles,PKA-R1A act,HTR5A ag ctr,Ecoli viability
O=C(OC(C(=O)Nc1cccc(C(F)(F)F)c1)c1ccccc1)C1CCCCC1 (centres undefined),-1,6,-1.2
Cc1ccc(S(=O)(=O)N2CCOCC2)c2nsnc12,-4,-4,-2.1
CSc1ccc2[nH]c(=O)cc(C)c2c1,-5,4,1.0
